# bIAP inhibitor = intestinal alkaline phosphatase (bovine) inhibition. inhibition, % at 20 µM. 190,000 tested, under 10 active. purified bovine IAP, CDP-star luminescence, 30 min;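 active = over 50% inhibition of intestinal alkaline phosphatase at 20 µM in the single-dose screen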
#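 Assay system: bovine IAP enzyme; medium: DEA buffer 100 mM, pH 9.8, with MgCl2 1.0 mM, ZnCl2 0.02 mM; doses: 20 µM single dose; incubation: enzyme reaction for 30 min at room temperature; detection: CDP-star luminescence signal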
# PPARg SRC-1 ag = agonists of human PPARgamma SRC-1 coactivator recruitment; PPARgamma-SRC-1 coactivator recruitment biochemical assay; 200,000 compounds, 0.41% hits; P37231; activation, % at 8 µM; in the data active = activation above about 19%;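 also: 0% = DMSO and 100% = reference agonist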
# Target sequence (P37231 whole entry, looked up): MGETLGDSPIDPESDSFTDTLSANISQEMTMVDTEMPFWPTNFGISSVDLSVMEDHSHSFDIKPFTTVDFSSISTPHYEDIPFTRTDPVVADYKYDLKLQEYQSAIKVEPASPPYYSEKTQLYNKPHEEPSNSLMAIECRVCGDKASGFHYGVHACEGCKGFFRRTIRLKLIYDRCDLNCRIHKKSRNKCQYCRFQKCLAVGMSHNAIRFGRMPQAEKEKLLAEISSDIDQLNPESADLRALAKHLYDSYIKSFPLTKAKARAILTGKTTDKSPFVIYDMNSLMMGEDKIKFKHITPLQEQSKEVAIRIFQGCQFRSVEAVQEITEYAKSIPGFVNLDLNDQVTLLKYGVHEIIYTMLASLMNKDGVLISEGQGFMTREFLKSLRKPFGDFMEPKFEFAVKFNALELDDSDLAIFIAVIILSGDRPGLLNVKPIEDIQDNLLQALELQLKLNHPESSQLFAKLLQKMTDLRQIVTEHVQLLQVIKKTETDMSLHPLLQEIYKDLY
# PPARg SRC3 recr = promotes SRC-3 coactivator recruitment by human PPARgamma | biochemical PPARgamma/SRC-3 coactivator recruitment assay | activation, % at 8 µM | AID 731 | 200,000 compounds, 0.26% hits; in the data active = activation above about 23%;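 also: 0% = DMSO and 100% = reference agonist; some compounds past the cut are filed as inactive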
# S1P3 antag = S1P3 (human) receptor antagonism | Q99500 | CHO S1P3 NFAT-BLA reporter, FRET fluorescence, antagonist mode | inhibition, % at 4.98 µM | 170,000 compounds, 0.27% hits | AID 485;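 active = inhibition above the plate cutoff, the mean inhibition of test wells on that plate plus 3 SD, cut at about 28% in these data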;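 also: cells challenged with S1P at its EC80 of 0.8 µM; blue over green emission ratio from cleaved BLA substrate after 4 h stimulation; 0% = S1P-stimulated wells and 100% = unstimulated DMSO-only wells; some compounds past the cut are filed as inactive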
# Target sequence (Q99500 whole entry, looked up): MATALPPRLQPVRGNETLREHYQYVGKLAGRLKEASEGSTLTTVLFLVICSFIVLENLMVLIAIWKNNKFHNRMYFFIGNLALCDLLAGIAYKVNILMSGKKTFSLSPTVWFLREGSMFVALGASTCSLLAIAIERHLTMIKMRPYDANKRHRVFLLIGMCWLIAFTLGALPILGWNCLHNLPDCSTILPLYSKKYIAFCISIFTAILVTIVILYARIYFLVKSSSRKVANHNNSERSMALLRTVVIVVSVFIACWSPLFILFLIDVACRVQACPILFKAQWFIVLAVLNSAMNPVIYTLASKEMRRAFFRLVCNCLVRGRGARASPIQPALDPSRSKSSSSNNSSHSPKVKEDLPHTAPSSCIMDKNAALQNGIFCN
# PPARg SRC2 recr = promotes SRC-2 coactivator recruitment by human PPARgamma; P37231; PPARgamma LBD-SRC-2 recruitment, biochemical; activation, % at 8 µM; 200,000 compounds, 0.34% hits; AID 1032; in the data active = activation above about 22%;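 also: 0% = vehicle and 100% = reference agonist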
# Lmaj promast = reduces viability of Leishmania major promastigotes | resazurin fluorescence viability | 200,000 compounds, 9% hits | inhibition, % at 10 µM; in the data active = inhibition above about 50%;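 also: promastigotes grown with compound for 44 hours at 28 °C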
# ROMK primary = modulates human ROMK potassium channel activity. B-score at 10 µM. 130,000 compounds, 2% hits. Tet-inducible ROMK, thallium flux fluorescence; actives lie on both sides. AID 1918;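 active = signal ratio slope over the read window, or its plate-corrected B-score, at least 3 SD from the plate mean, either direction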;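 also: B-score of the F/F0 ratio slope over 7 to 12 s after thallium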
# SRC2 TRFRET art = flags TR-FRET format artefacts in PPARgamma SRC-2 recruitment agonist screen; TR-FRET artefact counter-screen; stronger effect = higher value; TR-FRET ratio at 8 µM; 200,000 compounds, 0.4% hits; AID 1049; in the data active = TR-FRET ratio above about 2000; also: inactives centre near 1500; reference of the scale not given here
# RAM inhibit = blocks the yeast RAM network | 190,000 compounds, 1.8% hits | AID 868 | S. cerevisiae dse1pr::URA3 reporter, 5-FOA growth OD615, 2 d; analog-sensitive cbk1-as2 kinase mutant strain | inhibition, % at 50 µM;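 active = inhibition above a set limit, 3 SD over mean compound inhibition, cut at about 8.4% in these data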;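 also: 0% = DMSO-only wells with no growth and 100% = 10 µM 1-NA-PP1 full growth; inhibition rescues growth on 5-FOA so higher OD means more RAM inhibition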
# DTT redox prof = compounds producing H2O2 with reducing agent – biochemical, NIH compound library profiling, artefact control for MLSCN library redox annotation, primary screen. DTT-dependent redox cycling H2O2, phenol red/HRP absorbance; 100% = 100 µM peroxide control, 0% = buffer. activation, % at 10 µM. 200,000 compounds, 0.03% hits. AID 878;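 active = activation of at least 50% relative to the plate's high and low controls in the primary single-dose screen; inactive = activation below 50%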;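 also: compound incubated with DTT at 0.8 mM final as the reducing agent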
# HMGR II inh = blocks class II HMG-CoA reductase of Enterococcus faecalis. AID 1066. inhibition, % at 10 µM. purified E. faecalis HMGR, NADPH absorbance 340 nm kinetic. 190,000 compounds, 0.41% hits;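 active = inhibition above a set limit, the median over all tested compounds plus 3 SD, cut at about 9.5% in these data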;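 also: enzyme runs in reverse so mevalonate oxidation gives rising NADPH absorbance; 0% = complete reaction with DMSO and 100% = background rate lacking mevalonate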
# * = called active by the depositor; . = not tested or not shown. Compounds as they come; overall some 13% were active at least once.
# Every second line gives: bIAP inhibitor, PPARg SRC-1 ag, PPARg SRC3 recr, S1P3 antag, PPARg SRC2 recr, Lmaj promast, ROMK primary, SRC2 TRFRET art, RAM inhibit, DTT redox prof, HMGR II inh
1) O=C(CN1C(=O)/C(=C\c2ccccc2F)SC1=S)Nc1nc2ccccc2s1
 : 0, 4, -2, -28, -1, -3, 0.39, 1273, 8.4, -0.1, 1
2) CC1(C)CC(=O)C=C(Nc2ccc(F)cc2)C1
 : -3, 7, -4, -3, 3, -5, ., 1740, 0.9, 2.8, -1
3) COc1ccc(C2NC(C(=O)O)CS2)cc1COCC(F)(F)F (stereo not drawn)
 : ., 7, 17, 1, 4, -5, ., 1581, -0.6, -1.7, -3
4) CC(=O)NC1(c2ccccc2)CCN(CC(=O)N2CCC(C)CC2)CC1
 : 8, -5, 3, -23, 6, -3, 0.055, 1291, -0.1, 0.5, -8
5) Cc1ccc(NC(=O)CCNC(=O)c2ccc(Cl)cc2)cc1F
 : 0, 0, 2, 0, 3, -3, 0.17, 1460, 0.7, -0.4, 1
6) CCc1nc(NCc2cccnc2)c2oc3ccccc3c2n1
 : 16, 8, -9, ., 7, 43, ., 1654, 2.4, -8.2, -3
7) CC12CCC(C(=O)Nc3ccccc3)(C(Br)C1=O)C2(C)C (stereo not drawn)
 : 2, -2, -2, 1, 9, -6, -0.3, 1534, -0.1, -0.2, -3
8) COC(=O)/C(=C1/Oc2ccc(C(C)(C)C)cc2S1)C(F)(F)F
 : 1, 10, 3, 5, -4, -9, -0.25, 1580, 3.4, -0.1, 2
9) CCN(CC)CCN(Cc1cc2ccc(C)cc2[nH]c1=O)C(=S)Nc1ccccc1C(=O)OC
 : -16, 2, 1, 10, 0, 7, -0.48, 1641, -0.7, 0.4, 2
10) Cc1cccc(N2CCN(C(=O)COc3cc(=O)n(C)c4ccccc34)CC2)c1C
 : -6, -1, 6, -5, -6, 7, ., 1582, 1.3, 0.5, -4
11) N/C(=N\OC(=O)Cc1ccc(-c2ccccc2)cc1)c1ccncc1
 : -23, -2, 1, -17, -8, 13, -0.72, 1339, 1.2, -1.2, -2
12) CN(C)C=NCCn1c(N2CCOCC2)nc2c1c(=O)n(C)c(=O)n2C
 : 7, -2, -9, 6, 4, -7, ., 1618, 0.6, -2.2, 5
13) CCn1c(CSCc2ccc(C)cc2)nnc1SCC(=O)N1CCN(c2ccccc2)CC1
 : -6, 3, 12, ., -3, 4, -2, 1416, -0.3, 0.8, -3
14) NC(=O)C1CCN(C(=O)c2ccc(-c3ccccc3)cc2)CC1
 : 9, -7, -5, ., -4, -2, 0.7, 1389, -0.3, 0.8, 1
15) CCCn1c(-c2cccnc2Cl)nc2cc(Cl)c(Cl)cc21
 : 3, -8, 0, ., 1, 11, ., 1286, -1.2, -3.3, 2

# 8 compounds out of the list, sorted by molar mass, low to high:
# Every second line gives: bIAP inhibitor, PPARg SRC-1 ag, PPARg SRC3 recr, S1P3 antag, PPARg SRC2 recr, Lmaj promast, ROMK primary, SRC2 TRFRET art, RAM inhibit, DTT redox prof, HMGR II inh
2) CC1(C)CC(=O)C=C(Nc2ccc(F)cc2)C1
 : -3, 7, -4, -3, 3, -5, ., 1740, 0.9, 2.8, -1
11) N/C(=N\OC(=O)Cc1ccc(-c2ccccc2)cc1)c1ccncc1
 : -23, -2, 1, -17, -8, 13, -0.72, 1339, 1.2, -1.2, -2
8) COC(=O)/C(=C1/Oc2ccc(C(C)(C)C)cc2S1)C(F)(F)F
 : 1, 10, 3, 5, -4, -9, -0.25, 1580, 3.4, -0.1, 2
5) Cc1ccc(NC(=O)CCNC(=O)c2ccc(Cl)cc2)cc1F
 : 0, 0, 2, 0, 3, -3, 0.17, 1460, 0.7, -0.4, 1
3) COc1ccc(C2NC(C(=O)O)CS2)cc1COCC(F)(F)F (stereo not drawn)
 : ., 7, 17, 1, 4, -5, ., 1581, -0.6, -1.7, -3
4) CC(=O)NC1(c2ccccc2)CCN(CC(=O)N2CCC(C)CC2)CC1
 : 8, -5, 3, -23, 6, -3, 0.055, 1291, -0.1, 0.5, -8
10) Cc1cccc(N2CCN(C(=O)COc3cc(=O)n(C)c4ccccc34)CC2)c1C
 : -6, -1, 6, -5, -6, 7, ., 1582, 1.3, 0.5, -4
13) CCn1c(CSCc2ccc(C)cc2)nnc1SCC(=O)N1CCN(c2ccccc2)CC1
 : -6, 3, 12, ., -3, 4, -2, 1416, -0.3, 0.8, -3

# Continuation:
# Every second line gives: bIAP inhibitor, PPARg SRC-1 ag, PPARg SRC3 recr, S1P3 antag, PPARg SRC2 recr, Lmaj promast, ROMK primary, SRC2 TRFRET art, RAM inhibit, DTT redox prof, HMGR II inh
16) CC(CN1CCCCC1)OC(=O)CCc1ccccc1 (stereo not drawn)
 : 3, 11, 2, -10, 0, -5, 1.6, 1659, 2.3, -0.2, -6
17) CC(C)C(=O)NNS(=O)(=O)c1ccccc1[N+](=O)[O-]
 : 8, 8, 2, -8, 4, 54*, 0.25, 1701, 0.9, -1.0, -1
18) COc1cc(CC(=O)OCC(=O)Nc2cc([N+](=O)[O-])ccc2F)cc(OC)c1OC
 : -13, 5, -1, -11, 0, 1, ., 1467, 0.1, 0.5, -10
19) COc1cc(C)nc(Oc2ccc(/C=N/O)cc2)n1
 : 14, -6, 0, 23, -7, -6, ., 1511, 1.2, -2.5, 2
20) O=C(O)c1ccc2c(c1)C(=O)N(c1ccc(Cl)cn1)C2=O
 : 14, 4, 6, -7, 5, -4, ., 1713, 2.2, -0.5, -3
21) COC(=O)c1[nH]c2ccc(F)cc2c1NS(=O)(=O)c1ccc(F)c(C)c1
 : 21, 12, 7, 14, 7, 3, 0.0053, 1455, 10*, 0.9, -5
22) Cc1cc2ccccn2c1C(=O)Nc1ccc(Cl)cc1
 : -33, 0, 3, -9, 4, -6, -0.83, 1437, 1.6, -0.1, -7
23) O=C(c1cc2ccccc2c(=O)o1)N1CCc2ccccc2C1
 : 3, -4, 6, -44, 15, -7, ., 1596, 0.3, 0.7, -8
24) Cc1ccc(S(=O)(=O)NCCN2CCOCC2)cc1
 : 4, 2, -14, ., -2, -6, -0.42, 1268, 2.0, 0.2, 2
25) CCOc1ccccc1NC(=O)C1CCN(S(=O)(=O)c2ccc(OC)c(OC)c2)CC1
 : -4, -1, -7, 5, 6, 0, ., 1572, 3.5, -0.6, 1
26) CN(C)/C=N/C(=S)Nc1ccc(Br)cc1F
 : 0, -4, 4, ., 0, -4, 1, 1300, 0.5, 0.2, -5
27) CCOc1ccccc1/C=N/NC(=O)c1cccc(S(=O)(=O)N(CC)CC)c1
 : 10, 6, 2, -13, 7, -2, 0.27, 1495, -1.0, -0.8, 3
28) COc1cc(/C=N/N=C(/C(=O)c2ccccc2)c2ccccc2)cc(OC)c1O
 : 6, 2, -3, 13, 4, -6, 0.56, 1506, 0.0, 0.5, 1
29) Cn1c(N)c(C(=O)COC(=O)CCc2ccccc2)c(=O)n(C)c1=O
 : 1, 4, 0, -10, 8, -7, ., 1637, 1.1, 0.0, -1
30) CN(CCC#N)C(=O)c1ccc(CNS(=O)(=O)c2ccc(F)cc2)cc1
 : 3, 0, 9, -28, 10, -3, ., 1497, 2.4, 1.8, -3
31) COc1cc(NC(=O)c2cc([N+](=O)[O-])ccc2Br)ccc1NC(=O)c1ccco1
 : 5, 0, -4, -16, -8, 99*, 0.21, 1556, 1.8, 0.2, -1
32) CCNc1cc(S(=O)(=O)C(F)(F)F)ccc1N
 : ., 2, 7, 2, 4, 0, -0.83, 1681, 1.6, -0.2, -2
33) CCOc1cc(/C=C2/C(=O)ON=C2C)ccc1OCc1ccc(F)cc1
 : 8, -5, 2, ., 4, 33, ., 1581, 9.9*, -4.0, -4
34) COc1ccc(C2c3c(oc4ccccc4c3=O)C(=O)N2CCCN2CCOCC2)cc1 (stereo not drawn)
 : ., 0, -1, -22, 2, 0, 0.55, 1270, ., 0.5, .
35) Cc1ccc(OCCCCN2CCC(C)CC2)c(Br)c1
 : 19, 3, -1, -1, -2, 100*, -2.3, 1333, 0.1, 0.3, 3
36) CCC(C)NC(=O)c1ccc(CS(=O)(=O)c2ccc(OC)cc2)o1 (stereo not drawn)
 : 12, 7, -2, -27, 8, -5, ., 1622, 1.7, 0.4, 1
37) C/C(=N\NC(=O)c1nc2ccccn2c1C)c1cc2ccccc2o1
 : -29, 9, 2, 8, 3, 3, 0.11, 1605, 0.9, -1.8, 4
38) CS(=O)(=O)N(CCc1ccccc1)CC(=O)NCC1CCCO1 (stereo not drawn)
 : -6, 2, 8, 1, 7, -3, -0.57, 1626, 2.9, 0.8, 3
39) Cc1ccc(NC(=O)COC(=O)C2CC(=O)N(Cc3ccccc3)C2)cc1S(=O)(=O)N(C)C (stereo not drawn)
 : -8, 12, 2, -3, 12, -3, 0.011, 1620, 0.8, -1.9, -1
40) O=C(CSc1ccc2nnc(-c3ccncc3)n2n1)NCc1ccco1
 : 3, -5, 3, 6, -5, 6, ., 1579, 0.9, 0.2, -4
41) Cc1ccc(NC(=O)NC2CCCCC2)c(C)c1
 : 8, 2, -1, -5, 2, 43, 0.2, 1900, 2.5, -0.4, 1
42) COc1ccccc1C(=O)Nc1ccc2c(c1)nc1n2CCSC1
 : -2, -2, -8, -4, -1, 2, ., 1437, -0.1, -0.9, -3
43) COc1ccccc1NC(=O)CC1C(=O)Nc2ccccc2N1C(=O)c1ccccc1 (stereo not drawn)
 : 8, 4, -4, -9, -1, 4, 0.054, 1545, 1.1, -0.3, -4
44) O=C1c2ccccc2S(=O)(=O)N1Cc1cccc(S(=O)(=O)N2CCOCC2)c1
 : 7, -8, -7, -14, 1, -6, ., 1344, 1.0, 0.8, 0
45) O=[N+]([O-])c1ccc(N2CCN(Cc3ccccc3)CC2)nc1
 : -12, 1, -1, -1, 9, -7, -1.6, 1584, 3.1, -0.7, -1
46) CCCCCCCCOC(=O)C1=C(C)Nc2nnnn2C1c1cccs1 (stereo not drawn)
 : 26, -3, -12, ., -3, 21, -0.8, 1374, 2.4, 0.3, 1
47) NS(=O)(=O)c1ccc(NC(=S)Nc2ccc(OCc3ccccc3)cc2)cc1
 : -12, 7, 1, -7, 7, 2, -0.75, 1569, 5.2, -1.2, 0
48) CN1CCN(C(=O)C2CC(=O)N(c3ccc(F)c(Cl)c3)C2)CC1 (stereo not drawn)
 : 5, 3, 1, 5, -3, -5, ., 1489, -0.8, -0.9, 5
49) CC(=O)c1ccc(NC(=O)c2ccc(C)c(Br)c2)cc1
 : -36, -11, -4, -1, -2, -8, 0.049, 1403, 2.1, -0.2, -3
50) CC(=O)c1c(C)[nH]c(C(=O)COC(=O)c2ccc3c(=O)n4c(nc3c2)CCC4)c1C
 : 38, -4, 0, -9, 5, -5, ., 1631, -1.0, 0.7, -14

# Source: PubChem BioAssay
